# Pf gamet viab: inhibitors of late stage P. falciparum gametocyte viability; AID 743093; 0.065% of 150,000 active; inhibition, % at 10.9 µM; P. falciparum stage V gametocytes, ATP luminescence, 24 h;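 active means inhibition above the mean plus 3 SD of compounds within the control limits, set per campaign, cut at about 38% in these data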;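 further: 0% = DMSO wells and 100% = medium only without gametocytes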
# Avidin bead fluor: avidin bead compound fluorescence profile; Avidin beads, compound fluorescence 488/530 nm, flow cytometry; stronger effect = higher value; fluorescence (KMESF) at 10 µM; 0.38% of 220,000 active; in the data active means fluorescence above about 47; further: inactives centre near 10
# ABCG2 block: inhibitors of human ABCG2 transporter, ABCB1 counter-screen | 0.1% of 190,000 active | Q9UNQ0 | IgMXP3 cells, JC-1 efflux, flow cytometry | inhibition, % at 6.6 µM | AID 1325;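 active means inhibition above 80%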;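 further: 0% = DMSO and 100% = nicardipine control wells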
#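 Incubation: cells with compound and JC-1, 10 min at 25 °C, rotating, no wash / Test system: IgMXP3 (ABCG2) plus far-red-tagged CCRF-Adr (ABCB1) cells / Compound dosing: one concentration, 6.6 µM final / Also added: JC-1 fluorescent substrate / Evaluation: efflux inhibition in percent versus controls / Detection: flow cytometry, 530 nm JC-1 signal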
# Rab2A wt mod: changes GTP binding to wildtype dog Rab2A, up or down; P61105; GST-Rab2 wt beads, Bodipy-GTP binding, flow cytometry; GTP binding activity, % at 10 µM; 0.19% of 190,000 active;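 active means GTP binding activity at least 20 points away from 100%, either lowered or raised; inconclusive means signal likely due to the compound's own green fluorescence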;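 further: 0% = beads with excess unlabeled GTP and 100% = no-compound control corrected for plate trend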
# HRas wt GTP: changes GTP binding to wildtype human HRas | GTP binding activity, % at 10 µM | GST-Ras wt beads, Bodipy-FL-GTP binding, flow cytometry; actives lie on both sides | 0.14% of 190,000 active;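 active means GTP binding activity at least 20% away from the 100% baseline, either lowered as inhibitor or raised as activator; inconclusive means flagged as likely green fluorescent, judged across all proteins in the well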;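 further: 0% = unlabeled GTP competition control and 100% = no-compound control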
# Target sequence (P01112 whole entry, looked up): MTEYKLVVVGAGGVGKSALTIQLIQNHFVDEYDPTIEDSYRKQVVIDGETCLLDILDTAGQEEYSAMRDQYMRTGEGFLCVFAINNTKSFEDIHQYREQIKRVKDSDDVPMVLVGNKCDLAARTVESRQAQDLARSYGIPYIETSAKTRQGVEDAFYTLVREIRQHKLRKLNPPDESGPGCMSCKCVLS
# Rab7 wt modul: dog Rab7 wildtype GTP binding, inhibitors and activators. 0.055% of 190,000 active. GST-Rab7 beads, fluorescent GTP binding, flow cytometry; actives lie on both sides; untreated = 100%, excess cold GTP = 0%. GTP binding activity (percent of control), % at 10 µM;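 active means fluorescent GTP binding to Rab7 beads changed by at least 20 points from the 100% baseline, either direction, mostly lower; inconclusive means compound itself probably fluorescent, or too few beads counted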;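 further: median green fluorescence of bound Bodipy-FL-GTP per Rab7 bead population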
# Mcl1 Noxa PPI: Mcl-1/Noxa interaction inhibition. Q07820. TR-FRET Mcl-1/Noxa peptide binding, 2 h. inhibition, % at 21.7 µM. 1.5% of 220,000 active;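 active means compounds that cut the protein-peptide binding signal by more than 50% relative to plate controls in a single-dose test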;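 further: His-tagged Mcl-1 with rhodamine Noxa BH3 peptide and terbium anti-His antibody; 0% = Mcl-1 plus Noxa peptide wells and 100% = peptide-only wells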
# Target sequence (Q07820 whole entry, looked up): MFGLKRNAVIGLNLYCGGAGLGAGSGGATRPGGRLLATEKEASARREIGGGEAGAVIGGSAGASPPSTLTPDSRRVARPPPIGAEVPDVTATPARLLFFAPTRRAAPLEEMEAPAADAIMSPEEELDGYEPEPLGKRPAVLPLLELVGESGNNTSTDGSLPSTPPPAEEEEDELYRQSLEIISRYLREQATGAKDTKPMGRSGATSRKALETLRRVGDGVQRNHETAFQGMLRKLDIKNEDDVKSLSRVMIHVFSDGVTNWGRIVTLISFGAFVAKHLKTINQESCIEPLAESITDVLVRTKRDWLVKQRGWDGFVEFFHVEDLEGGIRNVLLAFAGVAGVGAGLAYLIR
# Cdc42 wt: changes GTP binding to wildtype human Cdc42. P60953. GST-Cdc42 beads, Bodipy-GTP binding, flow cytometry; actives lie on both sides. percent activity (GTP binding), % at 10 µM. 0.2% of 190,000 active. AID 761;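 active means percent activity GTP binding at least 20 points away from the 100% baseline, either down as inhibitor or up as activator; inconclusive means compound flagged as likely green fluorescent from well-wide comparison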;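 further: median bead fluorescence of bound Bodipy-FL-GTP at 100 nM; 0% = excess unlabeled GTP control and 100% = no compound control; below 100% means less GTP binding so inhibitor and above means activator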
# Target sequence (P60953 whole entry, looked up): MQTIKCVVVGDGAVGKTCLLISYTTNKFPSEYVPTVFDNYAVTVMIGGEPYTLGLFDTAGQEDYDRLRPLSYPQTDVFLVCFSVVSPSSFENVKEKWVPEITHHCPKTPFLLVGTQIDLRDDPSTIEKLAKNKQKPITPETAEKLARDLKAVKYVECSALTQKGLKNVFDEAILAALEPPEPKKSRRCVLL
# ABCB1 inh: human ABCB1 inhibition, ABCG2 as counter-screen | P08183 | CCRF-Adr cells, JC-1 efflux, flow cytometry | inhibition, % at 6.6 µM | 0.067% of 190,000 active | AID 1326; in the data active means inhibition above about 40%;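 further: 0% = vehicle and 100% = reference inhibitor; higher value means more JC-1 retained so stronger ABCB1 efflux block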
# Rac1 mut GTP: modulators of GTP binding to human Rac1 activated mutant | 0.11% of 190,000 active | GST-Rac1 activated beads, fluorescent GTP binding, flow cytometry; actives lie on both sides; 100% means binding = to untreated wells | P63000 | AID 764 | percent activity (GTP binding), % at 10 µM;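 active means GTP binding at least 20 percentage points away from the 100% baseline, in either direction, so actives lie on both sides; inconclusive means Compound likely fluorescent itself, or too few beads counted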
# Rac1 wt GTP bind: human Rac1 wildtype GTP binding, inhibitors and activators. P63000. GST-Rac1 beads, fluorescent GTP binding, flow cytometry; actives lie on both sides; 0 = cold GTP competed, 100 = untreated. GTP binding activity (% of control), % at 10 µM. 0.27% of 190,000 active. AID 757;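 active means GTP binding activity at least 20 points away from the 100% control level, either lower or higher; inconclusive means compound flagged as likely green fluorescent, judged across all proteins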
# Numbers without * were called inactive; ? = inconclusive; . = not tested or not shown; & = joins results of further samples; ! = repeats disagree.
SMILES,Pf gamet viab,Avidin bead fluor,ABCG2 block,Rab2A wt mod,HRas wt GTP,Rab7 wt modul,Mcl1 Noxa PPI,Cdc42 wt,ABCB1 inh,Rac1 mut GTP,Rac1 wt GTP bind
O=C1c2ccccc2C(=O)N1CCCc1nc(-c2ccccn2)no1,9,17,2,98,97,100,5,97,0.5,98,96
CCN(CC)C(=S)Nc1ccc(C(=O)OC)cc1,8,5,1,97,94,90,-13,98,-0.3,96,99
COc1ccccc1C1CC(c2ccc(Cl)cc2)Nc2ncnn21 (stereo not given),-22,6,0,99,99,97,11,100,0.5,97,99
CC(C)Nc1nc(NC(C)C)nc(SCC(N)=O)n1,.,10,2,102,105,109,7,99,0.2,96,103
CCC(C(=O)Nc1c[nH]c(=O)[nH]c1=O)c1ccccc1 (stereo not given),-7,4,0,101,103,100,6,103,-0.1,103,105
COc1cc(NS(=O)(=O)c2ccc(N=Cc3c(C)[nH]n(-c4ccccc4)c3=O)cc2)nc(OC)n1,.,13,-2,96,98,99,8,98,-1.1,97,101
Cc1cccc(NC(=O)CSc2nnc(-c3ccc(S(=O)(=O)N4CCOCC4)cc3)n2C)c1,-10,68*,3,94,98,97,1,95,0.3,92,92
Fc1cccc2sc(Nc3nc4cc5c(cc4s3)OCCO5)nc12,.,14,-5,91,93,94,18,95,-0.8,95,97
O=C(CCCc1ccccc1)NCCCN1CCOCC1,-3,28,-1,103,104,99,8,103,0.5,101,103
Cc1cc2c(ccc3[nH]onc32)n1,.,10,1,97,96,96,19,99,0.1,96,98
CN(C)C(=O)c1ccc(-n2cccn2)nc1,-37,22,2,99,97,98,15,100,0.5,97,99
CCC(C)CN1CCC(CO)(Cc2ccccc2Cl)CC1 (stereo not given),6,10,0,102,101,106,6,98,0.1,96,101
O=C(COC(=O)c1ccccc1[N+](=O)[O-])c1ccc(C2CCCCC2)cc1,9,14,8,100,101,98,1,97,0.9,100,97
CC(C)OC(=O)CSc1nnc(-c2ccccn2)n1C,3,8,0,99,101,100,2,105,0.1,98,103
O=C(Cc1cc(=O)[nH][nH]1)N/N=C/C=C/c1ccccc1,.,16&16,-2&-1,107&100,105&99,111&96,-19&-14,106&99,-0.4&-0.4,103&98,105&101
CCOc1cc(C(=O)Nc2ccc(N3CCOCC3)cc2)cc(Br)c1OC,2,.,33,97,100,94,61*,102,0.0,97,99
CCc1ccc(C2CC(c3ccccc3)n3ncnc3N2)cc1 (stereo not given),.,5,0,96,95,96,10,94,-0.1,98,95
CCOc1ccc(CC(=O)Nc2sc(Cc3ccccc3)c(C)c2C(N)=O)cc1OCC,17,33,0,107,107,107,-17,112,0.1,105,108
O=C(CNc1ccc2c(c1)OCO2)N/N=C\c1cn(Cc2ccc(F)cc2)c2ccccc12,.,15,36,87,93,98,18,89,0.3,89,91
COc1cc(/C=C/c2ccc3cccc([N+](=O)[O-])c3n2)ccc1OCC#N,-17,12,9,100,102,99,24,107,-0.2,102,107
CCCOc1ccc(C(CC(=O)O)NC(=O)CC(c2ccccc2)c2ccccc2)cc1 (stereo not given),-8,6,3,95,96,102,-14,93,1.3,94,95
O=C(N/C=N/OCc1cccc(C(F)(F)F)c1)N1OC[C@@H]2COc3ccc4ccccc4c3[C@@H]21,.,6,2,101,103,102,-4,103,0.3,100,102
O=c1cc2ncc(-n3cc([N+](=O)[O-])cn3)cn2[nH]1,16,22,1,92,92,95,-9,92,0.0,93,95
CN(C)S(=O)(=O)c1cc(C(=O)NCC2CCCO2)c(Cl)cc1Cl (stereo not given),.,13,5,96,98,93,15,98,1.1,94,96
CN(CC(=O)N1CCCC1)S(=O)(=O)c1cc(Cl)ccc1Cl,-41,40,0,100,103,100,-7,103,0.0,101,106
CCOC(=O)C1(CCOc2ccccc2)CCN(Cc2ccc3nonc3c2)CC1,11,8,13,94,97,94,16,97,2.5,95,98
Cc1cc(Nc2ccccc2)c2c([N+](=O)[O-])cc(C)c(C)c2n1,21,13,39,102,100,99,7,101,0.3,99,103
CCN(CC)C(=O)c1sc(NC(=O)c2cc(-c3ccc(C)s3)nc3ccccc23)c(C(=O)OC)c1C,.,21,7,98,102,100,61*,97,2.7,93,96
O=C(Nc1ccccc1)C1=C[C@@H](C2CC2)C[C@@H](OCCCCO)O1,.,6,3,99,99,108,11,97,0.6,97,102
COc1ccc(OC)c(-c2csc(NC(=O)C3=NN(c4ccccc4)C(=O)CC3)n2)c1,.,12,5,95,97,95,12,95,0.9,95,100
O=C(CCS(=O)(=O)c1ccc(Br)cc1)N1CCN(Cc2ccccc2)CC1,-6,26,0,102,102,101,5,100,0.8,101,106
Cc1ccc(C(c2nnnn2C2CCCCC2)N2CCc3ccccc32)cc1 (stereo not given),.,9,31,97,98,97,22,94,2.6,98,97
Cc1nn(-c2ccccc2)c(N2CCCC2)c1/C=N/NC(=O)c1cccc(S(=O)(=O)Nc2ccc(Cl)cc2)c1,19,15,-7,94,96,93,24,94,-0.2,96,99
CCOn1c(=O)c(-c2cccs2)[n+]([O-])c2ccccc21,.,9,5,103,102,101,28,103,1.2,96,109
COc1ccccc1NC(=O)c1nn(-c2ccc(Cl)cc2)ccc1=O,-2,13,-2,99,99,102,29,99,-0.4,97,101
CN(CCCNC(=O)c1cc2c(=O)[nH]c3ccccc3c2n1C)Cc1ccccc1,8,5,1,97,97,96,13,97,-0.8,98,103
CC1(C)OC(=O)C(=CNc2cccc(O)c2)C(=O)O1,-11,17,0,101,104,101,-6,103,-0.1,95,98
COc1cc(/C=C2/C(=O)c3cccc([N+](=O)[O-])c3C2=O)c(Br)cc1O,.,10,-12,82,84,88,88*,80,-1.4,81,83
COc1ccc(OCC(=O)Nc2cccc(NC(=O)c3ccco3)c2)cc1,2,11,0,101,102,106,8,99,-0.1,99,101
O=C(N/N=C/c1cc2c3c(c1O)CCCN3CCC2)c1ccccc1O,-28,1,0,?,?,?,14,?,-0.5,?,?
COc1ccc(OC)c(C(=O)c2oc3ccccc3c2NC(C)=O)c1,-12,32,4,99,99,97,9,99,1.0,97,99
O=C(O)c1cc(-c2ccco2)nc2ccc(Br)cc12,.,13&2,-2&0,98&95,99&99,95&102,84*!,101&92,-0.4&-0.2,94&92,102&99
c1ccc(Cc2noc(CN3CCN(CCOc4ccccc4)CC3)n2)cc1,0,3,2,99,98,104,10,96,1.2,95,97
COc1ccc(/C(N)=N/OC(=O)c2ccc([N+](=O)[O-])c(C)c2)cc1OC,-3,8,13,87,92,96,18,87,-0.1,90,84
CN(C)S(=O)(=O)N1CCN(C(=O)N2CCOCC2)CC1,.,7,1,95,96,93,-15,98,0.2,95,98
Cc1cccc(NC(=O)C2CCN(S(=O)(=O)c3cccs3)CC2)c1,15,8,3,102,101,100,18,103,0.2,100,105
COc1ccccc1/C=N/NC1=NCCCCC1,.,9,4,98,99,98,8,100,0.8,97,99
Clc1ccc(-n2nnnc2-c2ccccc2)cc1,.,22,0,96,96,100,-9,92,-0.1,92,96
Cn1cc(SCC(=O)NCC2CCCO2)c2ccccc21 (stereo not given),.,7,0,99,99,97,11,101,0.3,98,103
CC(=O)c1ccc(N2CCCCCC2)c(F)c1,27,6,1,95,98,91,-8,98,0.2,96,107

# Further results follow.
SMILES,Pf gamet viab,Avidin bead fluor,ABCG2 block,Rab2A wt mod,HRas wt GTP,Rab7 wt modul,Mcl1 Noxa PPI,Cdc42 wt,ABCB1 inh,Rac1 mut GTP,Rac1 wt GTP bind
CCn1cc(C(=O)O)c(=O)c2cc(F)c(N3CCNCC3)cc21,.,9,7,101,102,100,-11,105,1.8,98,104
CCOc1ccc(NC(=O)CCn2c(=O)[nH]c3ccsc3c2=O)cc1,.,10,0,99,100,98,3,100,-0.1,98,104
COc1ccc(NC(=O)Nc2nc3c(s2)CCCC3)cc1,-14,15,1,100,99,97,37,97,0.0,98,98
COc1ccc2c(c1OC)CN1CCc3cc4c(cc3[C@@H]1[C@@H]2O)OCO4,.,10,-2,100,99,99,2,102,0.5,101,103
CN(C)/C=C/C(=O)c1ccc(S(=O)c2ccccc2)cc1 (stereo not given),-10,26,0,94,95,93,16,95,-0.2,97,96
COc1ccc(OC)c(NC(=O)C(C)Oc2ccc(Br)cc2)c1 (stereo not given),3,10,20,93,92,96,1,98,0.6,95,97
Nc1cccc2c1C(=O)N(C(=O)c1ccc(Cl)c(S(=O)(=O)N3CCCCCC3)c1)C2=O,.,34,1,97,98,97,-17,99,0.5,99,103
Cc1ccc(NCc2ccc(O)c3ncccc23)cc1,-11,10,-7,95,94,94,-29,100,-2.0,95,101
CN(C)CCN1CC(C(=O)O)CC1=O (stereo not given),.,8,-3,94,98,95,-3,98,-2.3,95,96
O=C(Nc1nc2cc(Cl)ccc2s1)C1CCCN(S(=O)(=O)c2cccc3cccnc23)C1 (stereo not given),.,3,1,95,95,93,-33,95,0.2,97,99
CCN(CC)c1ccc(/C=N/Nc2nc(C)cc(=O)[nH]2)c(O)c1,-25,6,-4,97,98,102,-29,97,-0.4,100,98
CC(C)C(=O)Nc1ccc(C(=O)c2ccccc2)cc1,-16,3,22,101,99,95,-3,100,0.9,98,105
Cc1c(NC(=O)c2cc3nc(-c4ccc(Br)cc4)cc(C(F)(F)F)n3n2)c(=O)n(-c2ccccc2)n1C,.,6,13,95,97,94,9,98,2.5,98,97
C=CCn1c(CCNC(=O)C(C)(C)C)nc2ccccc21,-14,11,3,98,97,99,17,98,0.4,97,98
CCc1cc(=O)oc2cc(C)c(CN3CCCC3)c(O)c12,5,4,-1,98,99,100,45,98,-0.3,96,99
Cc1nc(NC(=O)c2ccc(OCC(C)C)cc2)sc1Cc1ccc2c(c1)OCO2,.,7,0,97,98,106,-7,96,-0.7,99,98
CCCNC(=O)CN1C(=O)NC(CCc2ccccc2)C1=O (stereo not given),-15,23,0,94,92,92,-32,96,-0.1,95,91
CC1CN(C(=O)C2CC2)C(C)CN1C(=O)C1CC1 (stereo not given),-8,5,5,101,100,97,-3,104,-0.3,103,105
O=C(c1ccc(S(=O)(=O)Cc2ccccc2F)c([N+](=O)[O-])c1)N1CCCCCC1,-25,11,8,99,102,104,-10,98,2.4,96,100

# Screening data (PubChem)

# An unsorted share of the library; about 2.3% have a hit in one of these screens.
